ASAP1 GAP inh: inhibitors of human ASAP1 ArfGAP activity | inhibition, % at 16.5 µM | ASAP1-stimulated ARF1 GTP hydrolysis, GDP FP detection | 360,000 tested, 0.19% active; in the data active = inhibition above about 25%;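 note: 0% = vehicle with enzyme and substrate and 100% = no enzyme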
DDE Tn6 FP inh: inhibitors of Tn6 peptide binding to human fibrin DD(E). inhibition, % at 8.3 µM. Fibrin DD(E) TRITC-Tn6 fluorescence polarization displacement. 370,000 tested, 0.21% active. P02675;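 active = inhibition above a per-campaign cutoff: mean of compounds within control limits plus 3 SD, cut at about 15% in these data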;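 note: 0% = median of all compound wells on the plate and 100% = blocking peptide control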
Target sequence (P02675 whole entry, looked up): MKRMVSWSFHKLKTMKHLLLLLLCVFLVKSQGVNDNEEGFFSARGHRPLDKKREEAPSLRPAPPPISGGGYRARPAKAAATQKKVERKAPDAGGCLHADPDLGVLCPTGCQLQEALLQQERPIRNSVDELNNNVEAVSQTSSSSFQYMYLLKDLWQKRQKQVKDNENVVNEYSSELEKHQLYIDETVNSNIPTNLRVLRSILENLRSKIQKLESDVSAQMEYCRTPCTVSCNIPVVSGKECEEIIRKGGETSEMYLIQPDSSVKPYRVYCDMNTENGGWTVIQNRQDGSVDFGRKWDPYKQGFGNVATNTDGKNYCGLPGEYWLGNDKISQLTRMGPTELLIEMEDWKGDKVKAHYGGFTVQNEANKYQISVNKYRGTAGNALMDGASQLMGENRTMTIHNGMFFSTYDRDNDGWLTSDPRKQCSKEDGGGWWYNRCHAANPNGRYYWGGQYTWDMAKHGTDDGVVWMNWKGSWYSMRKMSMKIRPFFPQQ
PLC-gamma1 inh: blocks human PLC-gamma1 enzyme activity | P19174 | purified PLC-gamma1, fluorogenic substrate, fluorescence | inhibition, % at 12.2 µM | 370,000 tested, 0.84% active | AID 720700; in the data active = inhibition above about 9.5%
UHRF1 MBD2 ctr: blocks human UHRF1 binding to methylated DNA; inhibition, % at 4.4 µM; Q96T88; UHRF1 binding to methylated oligo, TR-FRET; 370,000 tested, 0.75% active; in the data active = inhibition above about 21%;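 note: UHRF1 SRA domain binding a hemimethylated CpG hairpin DNA probe; 0% = median of test compound wells and 100% = reference inhibitor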
ARFGAP1 inhibitor: inhibits rat ARF GTPase activating protein 1. 360,000 tested, 0.26% active. inhibition, % at 16.5 µM. Arfgap1-stimulated ARF1 GTP hydrolysis, GDP FP detection. AID 651572;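 active = inhibition above a per-plate limit, mean inhibition of low control wells plus 3 SD, cut at about 25% in these data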;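 note: 0% = DMSO wells with enzyme and 100% = wells lacking Arfgap1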
Target sequence (Q62848 1-136 limits assumed): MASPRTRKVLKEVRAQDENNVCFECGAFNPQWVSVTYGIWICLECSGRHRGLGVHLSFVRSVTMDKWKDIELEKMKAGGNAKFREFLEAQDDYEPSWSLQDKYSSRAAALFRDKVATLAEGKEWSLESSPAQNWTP
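system = rat Arfgap1 catalytic domain, aa 1-136 | technique = FP, GDP Alexa 633 tracer displaced from anti-GDP antibody, 620/688 nm | compound = one concentration, 16.5 µM, DMSO 1.26% | medium = HEPES-based buffer, pH 7.5 | timing = compound-enzyme preincubation 20 min, reaction 120 min, detection 60 min, 25 °C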
DDE Tn7 FP inh: inhibitors of Tn7 peptide binding to human fibrin DD(E); P02675; 370,000 tested, 0.13% active; inhibition, % at 8.3 µM; FP displacement of FITC-Tn7 peptide from fibrin DD(E); 0% = median of compound wells per plate;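 active = inhibition above the mean of compounds falling within the control limits plus 3 SD of them, cut at about 14% in these data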;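 note: 0% = plate median of compound wells and 100% = 10 µM Aha-Tn7 peptide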
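Assay system: Human clot-derived fibrin DD(E) complex | Buffer or medium: Tris/NaCl/CaCl2 buffer, pH 7.8 | Repeats: One replicate per compound | Benchmarks: Aha-Tn7 high control | Measure: % inhibition scaled between sample-field median and high-control FP | Schedule: 10 min plus 3 h, room temperature | Signal: Fluorescence polarization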
PLC-beta3 inh: inhibitors of human phospholipase C beta3. Q01970. Purified PLC-beta3, fluorogenic substrate, fluorescence. inhibition, % at 12.2 µM. 370,000 tested, 0.18% active. AID 720704; in the data active = inhibition above about 11%;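 note: 0% = median of compound wells on plate and 100% = full blocker control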
MBD2 inh: MBD2-methylated oligo binding inhibition | Q9UBB5 | 370,000 tested, 0.31% active | TR-FRET, MBD2 binding to methylated oligonucleotide | inhibition, % at 4.4 µM; in the data active = inhibition above about 13%
Target sequence (Q9UBB5 whole entry, looked up): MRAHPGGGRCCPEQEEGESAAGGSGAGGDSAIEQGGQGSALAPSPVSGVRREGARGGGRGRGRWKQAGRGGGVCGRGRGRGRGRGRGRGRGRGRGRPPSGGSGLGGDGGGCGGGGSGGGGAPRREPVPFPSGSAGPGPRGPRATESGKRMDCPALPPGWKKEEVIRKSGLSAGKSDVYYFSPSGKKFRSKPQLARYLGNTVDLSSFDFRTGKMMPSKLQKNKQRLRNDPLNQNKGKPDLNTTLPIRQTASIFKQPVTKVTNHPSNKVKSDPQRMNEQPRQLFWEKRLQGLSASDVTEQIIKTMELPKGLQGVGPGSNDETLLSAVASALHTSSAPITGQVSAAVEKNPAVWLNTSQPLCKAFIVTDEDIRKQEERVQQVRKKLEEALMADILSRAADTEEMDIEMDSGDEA
proKLK7 act: activates the human kallikrein-7 zymogen; 370,000 tested, 0.9% active; P49862; purified proKLK7, EDANS-DABCYL substrate fluorescence; 100% is mature enzyme control, 0% vehicle; activation, % at 7 µM;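 active = activation above the mean of all tested compounds plus 3 SD, computed per campaign excluding outliers beyond control limits, cut at about 13% in these data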
ADAM17 inh: inhibitors of human ADAM17 | P78536 | recombinant ADAM17, EDANS/DABCYL FRET peptide cleavage | inhibition, % at 6.95 µM | 370,000 tested, 0.83% active | AID 720648;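 active = inhibition above the mean of compounds lying between control limits plus 3 SD, set per campaign, cut at about 8.5% in these data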;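 note: 0% = DMSO-only wells as the low control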
Starred values were filed as active, the others as inactive; i = inactive.

Each structure is followed by: proKLK7 act	DDE Tn7 FP inh	PLC-beta3 inh	ARFGAP1 inhibitor	PLC-gamma1 inh	MBD2 inh	DDE Tn6 FP inh	UHRF1 MBD2 ctr	ASAP1 GAP inh	ADAM17 inh
> CC(=O)c1c(C)cc(C)c(CSc2nnc(-c3ccco3)o2)c1C
    0.1	-4	3	6	1	-2	-7	1	1	1
> CCOC(=O)c1cnc(COc2ccc(OC)cc2)[nH]c1=O
    0.5	0	-3	8	-3	2	0	-2	4	1
> Cc1cccc(NC(=O)C2C3CCC4C(CCC32)C4(Cl)Cl)c1 (stereo unspecified)
    0.0	1	1	-3	5	5	1	2	-3	0
> COc1ccccc1C1C(C(C)=O)=C(C)N=c2s/c(=C\c3cc(OC)c(OC)c(OC)c3)c(=O)n21 (stereo unspecified)
    0.4	-15	0	-11	6	0	-1	2	13	3
> COc1ccc(CCNC(=O)C2CCCN2S(=O)(=O)c2cccc3nsnc23)cc1OC (stereo unspecified)
    0.5	0	-5	4	3	-1	-1	-2	-13	1
> O=C(CNS(=O)(=O)c1ccc(C(=O)N2CCCCC2)cc1)N1CCCCC1
    -0.8	-5	1	-18	5	4	-1	0	-11	-1
> COc1ccc(NC(=O)C(c2ccc(C(F)(F)F)cc2)n2c(=O)c(-c3ccco3)nc3ccccc32)cc1 (stereo unspecified)
    -0.2	2	-19	2	-19	-1	6	-2	-6	-7
> CSc1ccc(S(=O)(=O)N2CCC(C(=O)N3CCc4ccccc4C3)CC2)cc1
    -0.3	-1	-5	-11	-3	3	-1	-2	9	2
> COC(=O)C(CC(C)C)NC(=O)c1cc(OC)c(OC)c(OC)c1 (stereo unspecified)
    -0.2	-3	-2	10	0	2	0	0	1	-7
> COC(=O)CSc1nnc(CNc2ccc(F)cc2)o1
    0.2	-3	1	-1	1	-1	-1	-4	-15	-3
> CC(C)CCNC(=S)NC1CCCC1
    0.1	0	0	0	3	3	4	0	2	-1
> Cc1ccc(NC(=O)c2cccc(OCc3c(C)noc3C)c2)c(C)c1
    0.6	-1	4	6	2	-7	1	1	7	3
> COc1ccc(CN2C3CCCC2CC(NC(=O)Nc2ccccc2)C3)cc1 (stereo unspecified)
    -0.5	-3	0	9	1	-1	0	-2	10	-5
> CC1(C(=O)Nc2cccc3c2CCCC3)CCN1C(=O)CCc1ccc(Cl)cc1Cl (stereo unspecified)
    1.3	-2	6	11	3	4	-2	0	6	3
> CC(C)n1cnnc1SCC(=O)NCC(=O)Nc1ccc(F)cc1
    -0.4	-5	-1	15	6	-7	2	1	3	1

(cont.)
Each structure is followed by: proKLK7 act	DDE Tn7 FP inh	PLC-beta3 inh	ARFGAP1 inhibitor	PLC-gamma1 inh	MBD2 inh	DDE Tn6 FP inh	UHRF1 MBD2 ctr	ASAP1 GAP inh	ADAM17 inh
> CC1CC(C)(C)CC2(C1)NC(=O)N(CC(=O)Nc1ccc(N3CCCCC3)cc1)C2=O (stereo unspecified)
    -0.1	-1	-6	-1	-1	4	4	-2	7	0
> Cc1ccc(C(=O)N2N=C(CC(C)C)CC2(O)C(F)(F)F)o1 (stereo unspecified)
    0.2	7	4	3	-1	0	-5	-1	-2	-3
> O=C(N/N=C/c1[nH]c2ccccc2c1Cl)c1cccc(Br)c1
    1.9	0	i	3	-495	-6	-4	-3	4	-117
> O=C(CNC(=S)N(Cc1ccccc1F)C1CCCCC1)NCCN1CCOCC1
    -0.5	2	-6	-11	1	-3	5	4	9	-3
> Cc1ccnc(NC(=O)c2cccc(S(=O)(=O)Nc3ccc(C)cc3C)c2)c1
    -0.3	4	0	-14	-5	3	0	2	4	1
> NS(=O)(=O)c1ccc(NC(=O)CSc2nnc(NC3CC3)s2)cc1
    -0.1	0	-8	11	-4	-1	4	11	6	-1
> COc1ccc(/C=N\NC(=O)COc2ccccc2)c(C(=O)O)c1OC
    -0.1	1	-3	8	0	-5	-1	1	3	-3
> Cc1cc(NS(=O)(=O)c2cccs2)no1
    -0.1	3	3	-5	1	-2	0	4	-4	-1
> O=S(=O)(c1ccc(Br)cc1)N1CCC(c2nc3ccccc3[nH]2)CC1
    0.5	-2	-5	0	-4	0	3	3	5	1
> CCOC(=O)N1CCN(CCC(=O)Nc2ccc(Br)cc2)CC1
    -0.1	0	-3	5	1	-6	5	2	-5	-5
> COC(=O)c1ccccc1-n1c(CCC(=O)O)ccc1-c1ccccc1
    0.8	2	-33	11	-29	-2	2	-1	-11	-7
> Cc1ccc2c(CN3CCN(S(=O)(=O)/C=C/c4ccccc4)CC3)cc(=O)oc2c1
    -0.2	2	-1	13	-4	2	9	0	2	5
> CCOC(=O)CC(=O)c1cc(OC)c(OC)c(OC)c1
    -0.7	3	-3	6	0	0	0	1	-1	-5
> COc1ccc(OCCNC(=O)C(Cc2c[nH]c3ccccc23)NC(C)=O)cc1 (stereo unspecified)
    0.2	-2	-6	-15	-3	0	1	0	-8	1
> CCOC(=O)c1c(C)oc2c1c1c(c3ccccc32)OCN(CCCC(=O)O)C1
    1.3	-3	-27	-9	-11	1	5	-4	4	-3

Continuation.
Each structure is followed by: proKLK7 act	DDE Tn7 FP inh	PLC-beta3 inh	ARFGAP1 inhibitor	PLC-gamma1 inh	MBD2 inh	DDE Tn6 FP inh	UHRF1 MBD2 ctr	ASAP1 GAP inh	ADAM17 inh
> Cc1ccc(NC(=O)c2ncn[nH]2)cc1
    -0.3	2	0	1	4	3	6	-5	-18	0
> COc1ccccc1C(=O)Nc1ccc2oc(-c3ccc(F)cc3)nc2c1
    0.3	-2	-2	-6	-1	1	-1	-3	-2	1
> NC(=O)CN1C(=O)C(=O)N(Cc2cccc(C(F)(F)F)c2)C1=O
    0.0	-1	-5	-11	1	2	9	0	-8	-2
> C=CCC[C@@H](Cc1ccc(F)cc1)C(=O)OCCNC(=O)[C@@H](CC=C)CC(=O)N[C@H](CO)Cc1ccccc1
    0.1	4	5	2	2	-5	-1	3	0	1
> COc1ccccc1N1C(=O)[C@@H]2C(C(=O)CN3C(=O)c4ccccc4C3=O)=NN[C@@H]2C1=O
    0.7	7	1	-3	1	1	5	0	4	0
> COc1ccc(NC(=O)c2ccc(Br)o2)c([N+](=O)[O-])c1
    -0.8	6	2	-3	2	-3	4	-6	-2	-1
> CC(C)N1CCC(C)(C(=O)Nc2cccc3c2CCCC3)C1 (stereo unspecified)
    0.5	-2	2	-2	0	5	-4	0	0	-6
> O=C(Nc1ccccc1)c1cc([N+](=O)[O-])ccc1NC1CCCCC1
    0.0	-14	9	-4	9.8*	0	3	4	4	4
> O=C(N/C(=C\c1ccccc1)C(=O)N1CCOCC1)c1cccc(Br)c1
    0.1	-3	-11	4	-1	-1	-6	-2	14	-4
> CCOC(=O)CSc1nc2c(sc(=S)n2-c2ccccc2OC)c(=O)n1Cc1ccco1
    0.5	-3	4	1	0	3	0	-3	-6	1
> COc1cc(C)c(S(=O)(=O)N2CCOCC2)cc1C(C)C
    -0.3	-4	4	8	-1	-1	5	3	-6	2
> Cc1ccccc1-n1c(=O)cc(N2CCN(C(=O)c3ccco3)CC2)[nH]c1=O
    -0.4	-5	2	-3	-2	0	-2	-1	-11	-1
> O=C(CSc1cccc[n+]1[O-])Nc1ccccc1Oc1ccccc1
    -0.2	-1	-6	3	-1	5	-3	1	-10	-5
> O=c1c(/C=C(\O)c2ccc(F)cc2)nc2ccccc2n1-c1ccccc1
    -0.2	-4	-3	2	-1	0	0	0	10	3
> O=[N+]([O-])c1ccc(S(=O)(=O)Nc2ccc3c(c2)OCCO3)cc1
    -0.2	-4	-2	5	-5	3	0	3	-2	-5

Remaining list, next part.
Each structure is followed by: proKLK7 act	DDE Tn7 FP inh	PLC-beta3 inh	ARFGAP1 inhibitor	PLC-gamma1 inh	MBD2 inh	DDE Tn6 FP inh	UHRF1 MBD2 ctr	ASAP1 GAP inh	ADAM17 inh
> Cc1ccccc1NC(=O)C(=O)NC(C)CCc1ccccc1 (stereo unspecified)
    0.3	3	0	9	-1	1	-7	3	-2	0
> CCOC(=O)[C@]12CCC=C1N(Cc1ccc3c(c1)OCO3)C(=O)[C@H](CC(=O)NCCCOC)C2
    0.9	-4	2	8	1	-6	2	-3	-5	-1
> COc1ccc(/C=C/c2cc(=O)c3cc(Cl)ccc3o2)cc1
    -15	4	-311	-1	-250	-2	0	4	3	-14
> CCOc1c(Cl)cc(CNCC(C)C)cc1OC
    0.4	-9	1	-1	-2	-1	1	0	-5	-5
> O=C(NCc1ccccc1)C(c1ccccc1F)N(CC1CCCO1)C(=O)c1ccccn1 (stereo unspecified)
    -0.1	4	-9	0	2	5	-10	-1	6	-6
> Nc1nc(SCC(=O)Nc2cc(C(F)(F)F)ccc2N2CCOCC2)n[nH]1
    -0.5	3	-4	-3	2	3	4	2	8	-1
> Cc1cc(OCC(=O)Nc2ccc3oc(-c4ccncc4)nc3c2)ccc1Cl
    -0.9	-8	-5	14	-2	-5	9	-5	28*	-4
> O=C1CN(/N=C/c2ccc([N+](=O)[O-])o2)C(=O)N1
    0.9	3	-66	8	-51	1	-7	5	6	-11
> CCCCCCCCCC(=O)NNC(=O)c1c(O)c2ccccc2n(CC)c1=O
    -0.7	2	-2	1	0	-3	1	-3	-16	-4
> N#CCSc1ccsc1C(=O)Nc1ccc(F)cc1
    0.1	-1	-1	3	-2	-3	7	0	-9	-5
> Cc1csc(NC(=O)CSc2ccc3nnc(CCNS(=O)(=O)c4ccccc4)n3n2)n1
    0.1	8	0	9	3	6	-7	2	-5	-7
> CCCN1CCC(=O)N([C@H](COc2ccccc2)c2ccccc2)CC1
    0.3	-2	-2	-7	-5	0	4	6	-18	-3
> c1cn2c(Nc3ccc4c(c3)OCCO4)c(-c3ccc(N4CCOCC4)cc3)nc2cn1
    1.2	1	-154	-1	-95	5	1	2	-14	-8
> Cc1cc(=O)oc2cc(OC(=O)C3CCN(C(=O)c4ccc(F)cc4)CC3)ccc12
    14*	0	i	-1	i	-4	-3	0	1	i
> O=C(NC(Nc1nc2ccccc2s1)(C(F)(F)F)C(F)(F)F)c1ccccc1
    0.1	6	-3	12	0	-2	2	-2	-6	-4

Other entries.
Each structure is followed by: proKLK7 act	DDE Tn7 FP inh	PLC-beta3 inh	ARFGAP1 inhibitor	PLC-gamma1 inh	MBD2 inh	DDE Tn6 FP inh	UHRF1 MBD2 ctr	ASAP1 GAP inh	ADAM17 inh
> COc1cccc(NC(=S)N(Cc2ccc(C(=O)O)cc2)Cc2ccc(OC)c(OC)c2)c1
    -0.2	-2	-1	-10	0	2	11	2	-1	-1
> CCc1cccc(OCCCCN(CC)CC)c1
    -0.2	-2	3	3	4	0	6	0	13	3
> Cc1cc(C)nc(N2CCCC(C(=O)NCCC3=CCCCC3)C2)n1 (stereo unspecified)
    0.0	0	-2	10	-4	5	5	5	-2	-6
> COc1cc(/C=C2\C(=O)ON=C2c2ccccc2)cc(OC)c1OC
    0.5	-1	-2	0	-3	0	-2	-1	-1	-7
> Cc1ccc(C)c(OCCn2cc(C(=O)O)c3ccccc32)c1
    -0.4	-1	-1	7	-3	-3	4	-2	7	-1
> O=C(CCc1c[nH]c2ccccc12)N[C@@H](Cc1c[nH]c2ccc(O)cc12)C(=O)O
    0.1	-5	-3	-5	3	-4	3	-1	-12	0
